Rpn11 inh: Rpn11 (PSMD14) deubiquitinase inhibitors, primary screen, biochemical, fluorescence polarization, uHTS; 26S proteasome non-ATPase regulatory subunit 14 (Homo sapiens), O00487; AID 588493, 2011; human 26S proteasome, Ub4-pepOG fluorescence polarization; 20S core pre-blocked with epoxomicin; 360,000 tested, 0.59% active; calls only at 20 µM;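 active = inhibition at 20 µM, scaled to each plate's controls, above about 33%, limit read from the data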
Target sequence (O00487 whole entry, looked up): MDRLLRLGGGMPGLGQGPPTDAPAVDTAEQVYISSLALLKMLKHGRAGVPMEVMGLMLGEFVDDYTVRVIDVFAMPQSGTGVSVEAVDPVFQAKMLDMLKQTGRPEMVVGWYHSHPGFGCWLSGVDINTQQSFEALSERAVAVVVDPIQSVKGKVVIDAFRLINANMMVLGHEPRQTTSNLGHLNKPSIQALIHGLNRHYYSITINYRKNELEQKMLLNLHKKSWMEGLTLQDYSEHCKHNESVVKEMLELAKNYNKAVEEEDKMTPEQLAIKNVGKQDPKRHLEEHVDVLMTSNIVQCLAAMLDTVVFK
bovine MsrA act: bovine MsrA enzyme activators, primary screen, biochemical, absorbance, HTS; purified bovine MsrA, absorbance read-out; 360,000 tested, 0.3% active; activation, % at 10.6 µM; in the data active = activation above about 7.5%;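 note: 0% = vehicle and 100% = reference activator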
MT1-MMP act inh: blockers of MT1-MMP proenzyme processing, primary screen, HT1080 RFP-PRO-GFP cells, GFP/RFP fluorescence; AID 651647, 2012; GFP/RFP ratio change, % at 20 µM; GFP/RFP ratio fluorescence, overnight; percent of plate control window, DMSO zero; 360,000 tested, 0.061% active; Matrix metalloproteinase-14 (Homo sapiens), P50281;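 active = GFP/RFP ratio change of at least 30% with cell ATP level not reduced by more than half and red fluorescence within 50% of control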; note: strong numbers were not always called active
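Read-out: GFP/RFP fluorescence ratio; Test system: RFP-PRO-GFP reporter HT1080 cells; Compound dosing: single-point 20 µM compound, 1% DMSO; Times: overnight compound exposure at 37 °C.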
FAS-TE inh: FAS thioesterase domain inhibitors, primary screen, biochemical, fluorescence intensity, uHTS; recombinant FAS-TE, OMFH fluorogenic substrate, fluorescence endpoint; inhibition, % at 15 µM; 360,000 tested, 0.67% active;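 active = compounds whose normalised, plate-corrected inhibition of enzyme fluorescence in the single-dose primary screen is 50% or more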;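 note: 0% = DMSO with enzyme and 100% = substrate without enzyme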
CSN inh: inhibitors of CSN-mediated cullin deneddylation, primary screen, biochemical, fluorescence polarization, uHTS. AID 651999, 2013. Purified CSN, SCF-Nedd8-OG deneddylation. COP9 signalosome complex subunit 5 (Homo sapiens), Q92905. 360,000 tested, 0.38% active. inhibition, % at 12.5 µM;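 active = pattern-corrected inhibition above about 35%, with an unprinted fluorescence ratio check between 0.5 and 1.5, limit read from the data, passing the limit was not always enough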;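 note: 0% = enzyme with substrate and 100% = substrate without enzyme; some results filed as inactive read as strong as hits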
Target sequence (Q92905 whole entry, looked up, one chain of several): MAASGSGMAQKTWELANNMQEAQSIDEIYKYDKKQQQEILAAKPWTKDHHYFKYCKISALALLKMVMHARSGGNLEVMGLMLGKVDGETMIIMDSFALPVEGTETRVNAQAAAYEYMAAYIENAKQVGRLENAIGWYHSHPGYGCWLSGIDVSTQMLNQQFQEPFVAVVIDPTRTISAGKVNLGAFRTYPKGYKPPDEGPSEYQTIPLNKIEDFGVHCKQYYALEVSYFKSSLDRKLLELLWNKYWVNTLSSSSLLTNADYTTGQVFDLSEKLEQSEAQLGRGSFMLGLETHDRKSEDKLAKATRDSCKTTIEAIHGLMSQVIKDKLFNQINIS
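assay system = purified human Csn5 enzyme expressed in HEK293T cells | amount = 0.24 nM enzyme | buffer or medium = Tris/NaCl/DTT buffer, pH 7.5 | reagent = 10 nM SCFSkp2-Nedd8OG | compound = one concentration, 12.5 µM, 0.25% DMSO | times = 90 min reaction at room temperature | signal = FP | read-out basis = % inhibition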
Rin1 Abl inh: inhibitors of Rin1-Abl protein binding, primary screen, biochemical, TR-FRET | 360,000 tested, 0.4% active | Tyrosine-protein kinase ABL1 (Homo sapiens) + Ras and Rab interactor 1 (Homo sapiens), … | inhibition, % at 7.35 µM | AID 588664, 2011; in the data active = inhibition above about 5%, passing the limit was not always enough
MLLE-PAM2 inh: inhibitors of PABP1 MLLE–PAM2 peptide binding, primary screen, biochemical, fluorescence polarization, FITC-PAM2, GST-MLLE; AID 588489, 2011; Polyadenylate-binding protein 1 (Homo sapiens), P11940; inhibition, % at 20 µM; 360,000 tested, 0.36% active; in the data active = inhibition above about 35%, passing the limit was not always enough;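 note: plate controls were DMSO wells with GST-MLLE for no effect and wells lacking GST-MLLE protein for full effect; some results filed as inactive read as strong as hits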
eLon inh: inhibitors of E. coli Lon protease, primary screen, biochemical, fluorescence polarization. P0A9M0. purified E. coli Lon protease. inhibition, % at 7.94 µM. 360,000 tested, 0.42% active. AID 602123, 2011; in the data active = inhibition above about 13%, passing the limit was not always enough;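 note: 0% = enzyme with probe and DMSO and 100% = no enzyme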
MsrA inh: bovine MsrA enzyme inhibitors, primary screen, biochemical, absorbance, HTS | inhibition, % at 15.5 µM | Methionine sulfoxide reductase A (Bos taurus) | 360,000 tested, 0.75% active | purified bovine MsrA, absorbance read-out; in the data active = inhibition above about 4.5%;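 note: 0% = vehicle wells with enzyme and 100% = reference inhibitor wells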
* marks the source's active call; other numbers are inactive results; i = inactive; · = not tested or not shown. An unsorted share of the library (roughly 3.7% active in at least one column).

Molecule,Rpn11 inh,bovine MsrA act,MT1-MMP act inh,FAS-TE inh,CSN inh,Rin1 Abl inh,MLLE-PAM2 inh,eLon inh,MsrA inh
COc1ccc(-n2c(C)cc(=O)c3c2CC(C)(C)CC3=O)cc1,i,-5.1,2.4,-4.1,3.2,0.2,-9.1,-6.0,0.0
CN(Cc1ccccn1)C(=O)CC1C(=O)NCCN1Cc1ccc(F)cc1Cl (stereo not given),i,-1.5,-2.7,-6.6,0.0,2.7,8.4,-3.2,0.4
O=C(Nc1ccc(-c2csnn2)cc1)C1CC1,i,-0.9,1.5,-4.9,1.6,0.9,5.7,-1.6,0.2
Cc1ccc(C(=O)OC(C)CN2CCOCC2)cc1 (stereo not given),i,-2.6,6.2,-4.0,1.3,-6.5,4.3,0.4,2.7
COc1ccc(OC)c(C2C(C(=O)c3cccs3)=C(O)C(=O)N2CCN2CCOCC2)c1 (stereo not given),i,-1.4,2.4,-0.6,1.0,0.8,6.7,4.0,0.4
Cn1cnc2cc(NC(=O)c3cccs3)ccc21,i,-0.7,-0.1,-2.7,-2.5,-2.5,-14.8,-18.7,0.2
Cc1ccc(S(=O)(=O)Nc2ccccc2C=NNC(=O)c2ccncc2)cc1,i,-3.8,2.2,-3.5,0.3,-0.3,5.0,7.5,2.5
O=C1CC2(CCN(C(=O)COc3ccccc3F)CC2)Oc2ccccc21,i,-0.9,4.9,-3.6,3.5,2.8,6.0,-2.9,0.2
Cc1c2ccccc2c(C)c2c1ccc1ccccc12,i,-0.3,-0.9,23.1,-3.1,-0.6,-9.8,-5.6,1.4
CC(=O)Nc1cc(-c2ccc(C(=O)N3CCOCC3)cc2)cn2c(-c3ccc(S(C)(=O)=O)cc3)cnc12,i,-2.4,-3.1,-12.6,4.2,-3.8,9.8,-12.7,1.8
CCN(C(=O)c1ccc2c(OC)n(CC)nc2c1)c1ccc(OC)cc1,i,0.7,-0.8,-4.2,4.6,-0.6,-17.6,-0.1,0.0
COc1ccccc1NC(=O)Oc1cccc(OC(=O)c2ccccc2)c1,i,-12.0,·,-2.0,-2.9,2.1,4.1,-2.1,-0.6
COc1ccc(Cn2ccc(=O)c(Cc3c(Cl)cccc3Cl)c2C)cc1,i,1.8,-2.2,-2.0,-0.6,1.3,15.4,3.3,0.8
C#CCOCCOCCOCCNc1nc(N2CCN(C(=O)Cn3cc(CCCN=C(N)N)nn3)CC2)nc(N2CCN(C(=O)[C@H](C)n3cc(CCCN=C(N)N)nn3)CC2)n1,i,0.5,-0.8,-7.0,-5.6,0.4,-0.3,7.9,-0.2
CCOC(=O)/C(=C/C=C/c1ccccc1)NC(=O)c1ccccc1,i,-5.5,-1.0,8.3,-1.1,-2.3,10.7,-2.0,5.6*
COc1cccc(N(CC(=O)NC2CCCCC2)C(=O)c2snc(C(N)=O)c2N)c1,i,-3.4,-1.6,1.3,0.1,-0.9,30.9,-2.5,0.0
CCOc1ccccc1C(c1c(O)nc(SC)[nH]c1=O)c1c(O)nc(SC)[nH]c1=O,i,-1.3,-4.0,-1.8,-2.4,-1.6,1.1,10.4,1.5
O=C(COC(=O)c1cc(S(=O)(=O)N2CCCCC2)ccc1N1CCOCC1)NCCc1ccc(F)cc1,i,-6.8,5.5,5.7,-1.8,0.3,-5.2,-0.6,0.9
CCNC(=S)N1CCN(S(=O)(=O)c2ccc(C)cc2)CC1,i,-8.1,7.4,-0.2,1.6,3.1,-120.0,0.9,0.1
CS(=O)(=O)N(CC(=O)N1CCN(c2ccccc2)CC1)c1cccc(Br)c1,i,-1.2,2.1,-4.0,4.8,-4.0,-115.0,-2.5,-0.1
Cc1ccc(S(=O)(=O)N2CCCCC2)cc1NC(=O)c1cc2ccccc2o1,i,-0.7,-0.8,25.5,-2.6,-2.4,-8.4,-5.7,-0.8
CCOC(=O)C1CCN(C(=O)c2cccc(NS(=O)(=O)c3ccc(Br)cc3)c2)CC1,i,-5.3,0.7,1.5,0.0,-1.6,-2.6,-6.8,-0.2
CC(=O)Nc1ccc(Sc2ncnc3scc(-c4ccccc4)c23)cc1,i,-2.5,-7.0,16.5,5.1,0.1,7.8,-16.7,-0.2
Cc1sc2ncnc(NCCc3ccc(S(N)(=O)=O)cc3)c2c1C,i,-5.4,-7.8,-5.3,-0.2,-0.2,0.8,-3.7,-0.9
CC(C)OC(=O)c1ccc(NC(=O)c2ccco2)cc1,i,-0.5,2.1,-0.9,-1.8,3.4,-6.8,8.0,-0.5

Look-ups from the list:
CC(=O)Nc1cc(-c2ccc(C(=O)N3CCOCC3)cc2)cn2c(-c3ccc(S(C)(=O)=O)cc3)cnc12 in bovine MsrA act = -2.4
O=C1CC2(CCN(C(=O)COc3ccccc3F)CC2)Oc2ccccc21 in eLon inh = -2.9
Cc1c2ccccc2c(C)c2c1ccc1ccccc12 in MLLE-PAM2 inh = -9.8

Additional records.
Molecule,Rpn11 inh,bovine MsrA act,MT1-MMP act inh,FAS-TE inh,CSN inh,Rin1 Abl inh,MLLE-PAM2 inh,eLon inh,MsrA inh
CCOC(=O)Cn1c(=O)n(C2CCCC2)c(=O)c2ccccc21,i,0.9,0.6,-7.6,1.2,0.9,8.4,-12.4,-1.2
CN(Cc1cccc(Cl)c1Cl)C(=O)c1ccc(NC(=O)CC#N)cc1,i,-2.2,-2.7,0.4,2.4,1.1,8.8,-8.4,-0.9
O=C(NNC(=O)C1CCC1)c1ccc(Cl)cc1,i,-12.1,-8.6,-2.0,-3.9,2.4,6.6,3.5,-0.1
CC(NC(=O)CC(O)(C(F)(F)F)C(F)(F)F)c1ccccc1 (stereo not given),i,-10.0,5.1,-4.5,-2.5,-1.2,3.1,-12.1,-0.7
N=c1c(S(=O)(=O)c2ccc(Br)cc2)cc2c(=O)n3ccccc3nc2n1Cc1ccco1,i,-3.7,-11.4,39.0,28.1,-2.1,-30.6,-35.2,2.9
COc1cc(/C=N/NC(=O)c2cc(-c3ccc4c(c3)OCO4)n[nH]2)ccc1O,i,-11.2,9.5,-6.1,0.8,-4.0,-9.0,0.3,5.5*
O=C(N/C(=C/C=C\c1ccccc1)C(=O)N1CCOCC1)c1ccc(Br)cc1,i,-10.5,2.9,65.0*,-2.2,-0.1,-9.6,6.3,3.4
Cc1ccc(C2C=C(c3ccc4c(c3)OCO4)Nc3ncnn32)cc1 (stereo not given),i,-0.7,-17.5,-1.3,-6.8,1.6,21.1,0.9,2.9
COc1ccc(-c2ccc(SCC(=O)Nc3nnc(C)s3)nn2)cc1,i,-4.3,-0.6,-0.1,-7.4,-0.8,-6.8,1.0,0.2
CCC(=O)Nc1nnc(S(=O)(=O)N(CC(C)C)c2ccccc2)s1,i,-5.8,2.6,-7.8,-2.1,2.7,9.7,6.8,-1.1
CCOC(=O)c1c(C)[nH]c(C(=O)COC(=O)CCSc2ccccc2)c1C,i,-0.1,2.2,1.4,2.5,-3.1,9.8,-9.5,3.9
CCOC(=O)N1CCN(C(=O)COc2ccc(Cl)c(C)c2)CC1,i,-2.1,0.3,-4.6,-2.9,-1.1,-0.1,-8.0,0.2
COc1ccc(/C(C)=N/NC(=O)CNC(=O)c2ccncc2)cc1,i,-0.4,0.8,-3.8,-1.3,0.1,0.4,-2.9,-0.2
CC1(C)Cc2nc3sc4c(SCC(=O)O)ncnc4c3cc2CO1,i,-2.4,6.2,-5.4,-1.8,-13.3,7.2,-4.1,1.8
CCOc1ccc(CNS(=O)(=O)c2cc(CN3C(=O)c4cccnc4C3=O)ccc2OC)cc1,i,1.0,-2.1,1.4,2.4,2.4,9.6,-12.3,-0.9
CCCc1nn2c(=O)cc(CSCC(=O)Nc3cccc(OC)c3)nc2s1,i,-5.8,2.3,-8.5,5.0,1.7,-6.3,-3.4,-0.4
CC(=O)Nc1ccc(NCC(O)COc2ccccc2)cc1 (stereo not given),i,-11.8,2.2,-3.0,1.9,0.2,-14.7,-2.0,-0.9
CC(=O)NC1C2CN3CCN(C2)CC1(Cc1ccccc1)C3 (stereo not given),i,-3.4,-6.5,-9.6,-3.7,-2.1,-1.6,1.9,-0.2
COc1ccc(C(=O)Nc2cccc(NC(C)=O)c2)cc1,i,2.8,1.2,-8.5,0.8,1.0,-5.0,2.5,-0.5
COc1ccc(CNCc2ccncc2)c(OC)c1,i,-0.1,3.3,-5.9,-1.9,1.1,-2.5,-8.0,-0.7
O=C(CCCOc1ccccc1)N1CCN(S(=O)(=O)c2ccccc2)CC1,i,-2.0,-0.8,-0.3,-4.0,0.8,-13.3,-10.9,-0.3
CC(C)c1ccc(CN2CCN(C(=O)CCl)CC2)cc1,i,-10.4,-2.3,-5.8,-1.7,-1.0,3.4,-1.1,-1.2
CC1CCCN(S(=O)(=O)c2ccc3c(c2)CCN3C(=O)C2CCC2)C1 (stereo not given),i,-1.9,-3.0,14.1,0.9,0.7,3.4,-0.5,-0.9
NNC(=S)NCCc1ccccc1,i,-10.3,-1.6,-2.2,-6.7,1.9,-45.8,-5.9,-0.1
O=C(CCl)Nc1cc(S(=O)(=O)N2CCOCC2)ccc1N1CCOCC1,i,-14.9,·,-4.8,-19.6,3.8,9.8,0.9,3.4
Cc1ccccc1NC(=O)CSc1nnc(-c2ccco2)n1N,i,-2.4,-0.5,-4.8,0.5,2.6,33.3,-5.3,-0.1
Cc1cc(/C=C\c2ccccc2)nc2ccccc12,i,-4.5,-3.4,11.7,-1.6,0.3,5.4,4.8,0.2
Cc1ccc(-c2noc(CCCOc3ccc(Cl)cc3Cl)n2)cc1,i,-12.2,-3.0,27.6,-2.7,-2.3,4.7,2.0,-0.6
O=C(c1ccc(F)cc1)c1cn(Cc2ccc(F)cc2)c2cc3c(cc2c1=O)OCCO3,i,-2.0,3.2,16.2,2.2,-62.3,-10.3,-1.9,-0.5
NC(=O)N1CCc2ccccc21,i,-3.3,-2.3,-6.7,-6.1,2.1,-4.7,2.6,-1.1
CC(=O)NC12CC3CC(C1)CC(C(=O)OCC(=O)c1ccc4c(c1)OCCO4)(C3)C2,i,-1.0,-4.7,18.5,1.0,-0.2,-34.1,-10.4,-0.1
CCOC(=O)c1sc(NC(=O)CSc2nnnn2-c2ccc(C)c(C)c2)nc1C,i,-0.4,-1.8,-3.1,6.7,2.0,-22.4,-1.1,0.0

High-throughput results deposited in PubChem by several laboratories.
